Rab2A wt mod: modulators of GTP binding to Rab2A wildtype, primary screen, biochemical, dog, bead-based flow cytometry, multiplex. Ras-related protein Rab-2A (Canis lupus familiaris), P61105. GTP binding activity, % at 10 µM. actives 0.19% (n = 190,000). GST-Rab2 wt beads, Bodipy-GTP binding;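 active = GTP binding activity at least 20 points away from 100%, either lowered or raised; inconclusive = signal likely due to the compound's own green fluorescence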;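 note: 0% = beads with excess unlabeled GTP and 100% = no-compound control corrected for plate trend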
Mcl1-Noxa inh: Mcl-1/Noxa binding inhibitors, primary screen, biochemical, TR-FRET, 1536-well; Induced myeloid leukemia cell differentiation protein Mcl-1 (Homo sapiens), Q07820; TR-FRET Mcl-1/Noxa peptide binding, 2 h; inhibition, % at 21.7 µM; actives 1.5% (n = 220,000); AID 1022, 2008;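 active = compounds that cut the protein-peptide binding signal by more than 50% relative to plate controls in a single-dose test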;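 note: His-tagged Mcl-1 with rhodamine Noxa BH3 peptide and terbium anti-His antibody; 0% = Mcl-1 plus Noxa peptide wells and 100% = peptide-only wells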
Rac1 wt GTP bind: wildtype Rac1 GTP binding modulators, primary screen, biochemical, GST-Rac1 beads, flow cytometry, multiplex; fluorescent GTP binding; actives lie on both sides; 0 = cold GTP competed, 100 = untreated; AID 757, 2007; GTP binding activity (% of control), % at 10 µM; actives 0.27% (n = 190,000); Ras-related C3 botulinum toxin substrate 1 (Homo sapiens), P63000;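 active = GTP binding activity at least 20 points away from the 100% control level, either lower or higher; inconclusive = compound flagged as likely green fluorescent, judged across all proteins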
Mcl-1 Bim block: inhibitors of Bim peptide binding to Mcl-1, primary screen, biochemical, bead-based flow cytometry, multiplex. actives 0.1% (n = 190,000). Induced myeloid leukemia cell differentiation protein Mcl-1 (Homo sapiens), Q07820. Bim peptide-Mcl-1 binding. inhibition, % at 10 µM; in the data active = inhibition above about 40%;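 note: 0% = no compound tracer wells and 100% = peptide blocker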
Mcl1 Bid PPI: Mcl-1/Bid binding inhibitors, primary screen, biochemical, TR-FRET, 1536-well; Induced myeloid leukemia cell differentiation protein Mcl-1 (Homo sapiens), Q07820; TR-FRET Mcl-1/Bid-Dy647 peptide binding; inhibition, % at 21.7 µM; actives 0.97% (n = 220,000); AID 1021, 2008;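 active = compounds that cut the binding signal by more than half at the single screening dose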;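 note: His-tagged Mcl-1 with europium anti-His antibody binding Bid BH3 peptide; 0% = Mcl-1 plus peptide wells and 100% = peptide-only wells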
HRas wt GTP bind: modulators of GTP binding to HRas wildtype, primary screen, biochemical, bead-based flow cytometry, multiplex | GTPase HRas (Homo sapiens), P01112 | GST-Ras wt beads, Bodipy-FL-GTP binding; actives lie on both sides | GTP binding activity, % at 10 µM | actives 0.14% (n = 190,000) | AID 759, 2007;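 active = GTP binding activity at least 20% away from the 100% baseline, either lowered as inhibitor or raised as activator; inconclusive = flagged as likely green fluorescent, judged across all proteins in the well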;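 note: 0% = unlabeled GTP competition control and 100% = no-compound control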
Target sequence (P01112 whole entry, looked up): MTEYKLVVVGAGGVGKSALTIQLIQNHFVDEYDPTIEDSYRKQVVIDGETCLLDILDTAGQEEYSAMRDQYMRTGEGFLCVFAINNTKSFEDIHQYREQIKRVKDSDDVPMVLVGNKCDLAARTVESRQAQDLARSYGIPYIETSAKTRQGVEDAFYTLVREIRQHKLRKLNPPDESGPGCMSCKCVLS
RGS8-Gao: RGS8-Galphao binding modulators, primary screen, biochemical, multiplexed bead flow cytometry | AID 1423, 2008 | actives lie on both sides | actives 0.34% (n = 220,000) | Guanine nucleotide-binding protein G(o) subunit alpha (Homo sapiens), P09471 | response (percent of control binding), % at 10 µM; in the data active = response below about 60% or above about 140%; inactive = in between;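 note: Galphao activated as the GDP aluminium fluoride complex binding bead-coupled RGS8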
Target sequence (P09471 whole entry, looked up): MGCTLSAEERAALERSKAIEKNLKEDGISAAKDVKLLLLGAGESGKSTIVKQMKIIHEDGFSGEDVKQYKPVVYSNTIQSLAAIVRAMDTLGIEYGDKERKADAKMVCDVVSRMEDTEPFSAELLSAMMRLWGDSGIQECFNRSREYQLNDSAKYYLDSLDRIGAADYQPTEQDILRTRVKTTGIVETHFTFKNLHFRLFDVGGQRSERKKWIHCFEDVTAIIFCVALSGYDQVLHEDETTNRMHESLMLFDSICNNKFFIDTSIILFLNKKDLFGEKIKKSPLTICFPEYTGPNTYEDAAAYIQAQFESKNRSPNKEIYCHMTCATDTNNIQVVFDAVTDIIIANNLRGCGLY
Cdc42 wt: modulators of GTP binding to wildtype Cdc42, primary screen, biochemical, multiplex bead flow cytometry, Bodipy-GTP; Cell division control protein 42 homolog (Homo sapiens), P60953; percent activity (GTP binding), % at 10 µM; GST-Cdc42 beads; actives lie on both sides; actives 0.2% (n = 190,000); AID 761, 2007;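 active = percent activity GTP binding at least 20 points away from the 100% baseline, either down as inhibitor or up as activator; inconclusive = compound flagged as likely green fluorescent from well-wide comparison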;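 note: median bead fluorescence of bound Bodipy-FL-GTP at 100 nM; 0% = excess unlabeled GTP control and 100% = no compound control; below 100% means less GTP binding so inhibitor and above means activator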
Target sequence (P60953 whole entry, looked up): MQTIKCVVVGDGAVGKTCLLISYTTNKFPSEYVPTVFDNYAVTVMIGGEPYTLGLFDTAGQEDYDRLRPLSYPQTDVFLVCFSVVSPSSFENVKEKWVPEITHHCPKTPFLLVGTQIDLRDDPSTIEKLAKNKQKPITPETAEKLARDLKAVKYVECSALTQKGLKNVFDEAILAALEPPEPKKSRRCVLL
Pf gamet viab: late stage P. falciparum gametocyte viability inhibitors, primary screen, ATP luminescence, HTS | P. falciparum stage V gametocytes, 24 h | inhibition, % at 10.9 µM | actives 0.065% (n = 150,000);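 active = inhibition above the mean plus 3 SD of compounds within the control limits, set per campaign, cut at about 38% in these data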;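 note: 0% = DMSO wells and 100% = medium only without gametocytes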
Rab7 wt modul: modulators of GTP binding to Rab7, primary screen, biochemical, wildtype, multiplex bead flow cytometry; actives 0.055% (n = 190,000); GST-Rab7 beads, fluorescent GTP binding; actives lie on both sides; untreated = 100%, excess cold GTP = 0%; GTP binding activity (percent of control), % at 10 µM; AID 758, 2007; Rab7 GTPase wild type (dog), Bodipy-FL-GTP binding;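 active = fluorescent GTP binding to Rab7 beads changed by at least 20 points from the 100% baseline, either direction, mostly lower; inconclusive = compound itself probably fluorescent, or too few beads counted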;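 note: median green fluorescence of bound Bodipy-FL-GTP per Rab7 bead population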
Rac1 mut GTP: GTP binding modulators of activated mutant Rac1, primary screen, biochemical, bead-based flow cytometry, multiplex, fluorescent GTP; actives 0.11% (n = 190,000); AID 764, 2007; GST-Rac1 activated beads; actives lie on both sides; 100% means binding = to untreated wells; percent activity (GTP binding), % at 10 µM;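 active = GTP binding at least 20 percentage points away from the 100% baseline, in either direction, so actives lie on both sides; inconclusive = Compound likely fluorescent itself, or too few beads counted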
* = called active by the depositor; ? = inconclusive; . = not tested or not shown.

structure	Rab2A wt mod	Mcl1-Noxa inh	Rac1 wt GTP bind	Mcl-1 Bim block	Mcl1 Bid PPI	HRas wt GTP bind	RGS8-Gao	Cdc42 wt	Pf gamet viab	Rab7 wt modul	Rac1 mut GTP
O=C1c2ccccc2C(=O)N1CCCCSc1nc2ccccc2c(=O)n1CCCN1CCOCC1	100	1	97	-2	-23	97	101	96	-6	103	95
NC1=NC(c2ccccc2Cl)n2c(nc3ccccc32)N1 (stereo unspecified)	99	-14	97	0	-32	100	105	98	.	99	96
CCn1c(O)c(/C=N/NC(=O)c2ccncc2)c(=O)n(CC)c1=S	95	-39	99	-4	-74	96	99	95	-40	96	97
Cc1nnc2sc(-c3cccc4ccccc34)nn12	96	-10	100	0	4	97	99	96	-10	96	95
O=C(CN1C(=O)c2cccc3cccc1c23)Nc1ccccc1C(=O)NCc1ccco1	99	1	103	3	-24	101	94	99	.	100	97
O=C(CCC(=O)NCCO)NCCO	100	16	103	-3	-2	99	103	99	13	100	100
CSCCC(NS(=O)(=O)c1ccc(Cl)cc1)C(=O)OCc1cccc(Cl)c1 (stereo unspecified)	100	3	103	-6	-29	101	101	100	.	99	101
CCC(OC(=O)c1cccs1)C(=O)NCc1ccco1 (stereo unspecified)	97	-1	97	-1	-27	100	100	102	14	98	95
COCCSc1nnc(NC(=O)c2ccc(OC)c([N+](=O)[O-])c2)s1	96	20	106	-2	8	99	101	100	-20	103	94
COCCOC(=O)C1=C(C)NC(=O)NC1c1c(F)cccc1Cl (stereo unspecified)	101	10	109	-2	-5	102	101	104	11	99	103
COC(=O)C1=C(C)N(c2ccc(Cl)cc2)/C(=C/c2cccs2)C1=O	97	14	101	2	-10	98	86	99	20	101	98
CCOc1cc(/C=N/NC(=O)c2ccncc2)ccc1OS(C)(=O)=O	94	7	101	-1	-2	98	99	99	.	95	98
CCN(CC)CCNC(=O)c1cc2c(-c3ccc(Cl)cc3)nn(C)c2s1	95	24	97	-1	-4	94	116	93	.	96	97
CSc1nnc(-c2ccc(Cl)cc2Cl)o1	96	-4	100	0	-8	97	101	100	.	98	97
C#Cc1ccc(C(=O)NCc2ccc(N3CCCC3=O)cc2)cc1	97	29	98	0	-27	97	99	94	10	105	97
Cc1ccc(S(=O)(=O)N(C)C)cc1NC(=O)/C=C/c1cccs1	99	26	107	-5	-22	101	96	101	-25	101	101
COC(=O)c1ccc(-n2cnc3ccccc32)nc1	96	-12	98	-5	-12	96	104	95	.	99	95
Fc1ccccc1COc1ccc(/C=N/n2cnnc2)cc1	95	12	94	0	4	96	96	94	-22	93	94
CCOC(=O)C1CCCN(c2oc(-c3ccc(F)cc3)nc2C#N)C1 (stereo unspecified)	96	26	94	2	-27	96	104	95	-18	93	96
O=C(Nc1ccc2c(c1)OCCO2)c1ccccn1	97	8	95	-1	-25	97	100	98	-7	103	96
CCN1C(=O)NC(c2cc(Br)ccc2OC)C(C(=O)OC)=C1C (stereo unspecified)	102	4	107	-4	-8	102	99	101	20	103	101
Fc1ccc(NC(=S)NCCc2ccccc2)c(F)c1F	96	1	100	0	-23	98	100	98	.	99	96
COc1ccc(/C=N/NC(=O)C(=O)/C=C2\NC3(CCCC3)Cc3ccccc32)cc1	99	16	105	-4	-29	100	99	102	.	97	100
N#CCC(CNc1ncc(C(F)(F)F)cc1Cl)OC(=O)c1ccc(Cl)cc1Cl (stereo unspecified)	100	5	95	0	12	96	102	95	.	96	96
Cc1ccc(OCc2nnnn2-c2ccccc2)cc1	98	6	101	3	1	99	106	101	-14	99	97
O=C1CN2C(=Nc3ccc(Br)cc3C2c2ccccc2)CCN1 (stereo unspecified)	103	20	104	-3	-13	104	104	104	.	101	98
CC(C)NC(=O)Cn1c(SCC(=O)N2c3ccccc3CC2C)nc2ccccc21 (stereo unspecified)	103	-9	104	0	-8	102	101	104	.	100	99
COc1ccc(CN(CC(=O)NCc2ccco2)C(=O)CCC(=O)Nc2ccccn2)cc1	101	21	103	0	-35	101	100	103	0	102	100
CCOc1cc(S(=O)(=O)N2CCC(Cc3ccccc3)CC2)c(OCC)cc1-n1cnnn1	102	6	94	0	-1	99	67	100	.	103	98
CC(C)CCNC(=O)C1CCN(S(=O)(=O)c2ccc3c(c2)CCC(=O)N3)CC1	101	7	100	-3	-6	99	107	100	.	98	99
C=CCn1c(C)cc(C2=NNC(=Nc3ccc(C)cc3)SC2)c1C	97	11	95	2	-11	97	100	93	-4	106	95
O=C(NCCCN1CCOCC1)c1cccnc1SCc1ccccc1Cl	108	2	104	-3	-17	104	102	103	.	111	102
CCCCCCCC(=O)NN1CCOCC1	?	5	?	-3	-18	?	102	?	5	?	?
COc1ccc(C2c3cc(OC)c(OC)cc3CCN2C2CC(=O)N(c3ccccc3)C2=O)cc1OC (stereo unspecified)	102	14	104	1	10	102	101	102	13	100	98
O=C(Nc1ccc(F)cc1)Nc1ccc([N+](=O)[O-])cn1	92	15	86	-4	7	92	96	96	-23	97	93
Fc1ccccc1NC(=S)N1CCC(c2ccccc2)C1 (stereo unspecified)	100	-9	97	0	-14	96	101	95	15	101	96
O=C(/N=C1/c2ccccc2CN1c1ccccc1)Nc1ccccc1	101	-8	103	-1	-101	102	100	102	.	100	101
COc1ccc2c(CC#N)c[nH]c2c1	97	8	100	1	-108	98	99	99	.	99	97
O=C(CN1CCN(c2nc(-c3ccccc3)cs2)CC1)NNC(=O)c1ccco1	104	17	99	1	-41	98	99	100	-3	106	97
CCCOc1ccc(N2C(=O)CC(SCc3nc4ccccc4[nH]3)C2=O)cc1 (stereo unspecified)	100	-6	99	1	-24	100	106	100	.	103	98
O=C(NCC1CCCO1)/C(=C/c1ccccc1)NC(=O)c1ccccc1 (stereo unspecified)	97	0	102	0	-20	94	101	97	-7	96	92
COc1cccc(C2/C(=C(/O)c3ccccc3)C(=O)C(=O)N2CCCC(=O)O)c1 (stereo unspecified)	94	15	95	0	-21	95	102	96	.	91	96
CN(C)[C@@H]1C(=O)C(C(N)=O)=C(O)[C@@]2(O)C(=O)C3=C(O)c4c(O)ccc(Cl)c4[C@@H](O)[C@H]3C[C@@H]12	97	22	99	0	11	98	78	103	.	96	99
Cc1ccc(Nc2c(-c3ccccn3)nc3ccc(C)cn23)cc1	99	-20	100	-3	-63	99	100	97	17	103	93
CC(O)c1nc2ccccc2n1Cc1ccc([N+](=O)[O-])cc1 (stereo unspecified)	101	12	106	-3	-8	100	104	103	-4	99	102
CS(=O)(=O)Nc1ccc(C(=O)NCc2cccnc2)cc1	103	18	107	-2	13	102	102	105	-3	106	99
Cc1ccc(S(=O)(=O)N2CCOC2CNC(=O)C(=O)NCCc2c[nH]c3ccccc23)cc1 (stereo unspecified)	101	12	101	17	-59	100	102	101	.	103	100
CCOc1ccc(S(=O)(=O)N2CCCC2)cc1	101	9	107	0	-6	104	100	102	40*	102	98
Cc1[nH]nc(-c2ccc(O)c(C)c2O)c1-c1cnn(-c2ccccc2)c1	104	21	103	0	18	104	97	103	.	104	101
Cc1ccc(C(=O)N2CC(C)SC2=Nc2cccc(S(=O)(=O)N(C)C)c2)cc1 (stereo unspecified)	99	-5	105	2	-19	100	100	103	.	98	101
COc1ccc(OCCC(=O)NC2CCCCC2)cc1	96	0	99	-1	-8	97	101	94	-22	92	95
Cc1occc1-c1nnc(SCc2cc(=O)n3cc(Br)ccc3n2)n1C	104	39	105	-2	0	102	100	103	6	101	100

From PubChem BioAssay
